VIM-2 inhibitor: blocks Pseudomonas aeruginosa VIM-2 metallo-beta-lactamase. inhibition, % at 5.6 µM. hit rate 0.89% among 290,000. purified VIM-2, nitrocefin hydrolysis, epi-absorbance fluorescence;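 active = inhibition above the mean of all tested compounds plus 3 SD, cutoff set per screening run, cut at about 7.5% in these data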;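 note: red hydrolysis product quenches plate fluorescence so inhibitors raise well fluorescence; 0% = enzyme with DMSO and 100% = DMSO without enzyme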
IMP-1 inhibitor: inhibitors of Pseudomonas aeruginosa IMP-1 metallo-beta-lactamase. purified IMP-1, nitrocefin hydrolysis, epi-absorbance fluorescence. inhibition, % at 5.6 µM. hit rate 0.45% among 290,000. AID 1556;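 active = inhibition above the mean plus 3 SD of all compounds in the same screening run, cut at about 4.5% in these data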;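 note: 0% = IMP-1 with DMSO and 100% = DMSO wells lacking enzyme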
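System: Purified recombinant IMP-1 metallo-beta-lactamase enzyme | Measured by: Fluorescence quenching readout, ex 480/em 530 nm | Replication: Singlicate | Incubation: 15 min preincubation plus 25 min reaction at 25 °C | Evaluation: Percent inhibition from optical density relative to buffer-blank wells | Benchmarks: DMSO with and without IMP-1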
GalR3 antag: human GalR3 antagonism; HEK293 GalR3-CNG cAMP membrane potential fluorescence; galR3 body fused to GalR1 C-terminus; hit rate 0.44% among 360,000; inhibition, % at 3 µM;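 active = inhibition above the screen-wide average plus 3 SD, cut at about 13% in these data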;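 note: forskolin and galanin both at EC90 stimulate the cells; cAMP rise reported by CNG channel membrane potential dye signal; 0% = forskolin plus galanin with DMSO and 100% = forskolin alone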
PHOSPHO1 block: inhibitors of human PHOSPHO1 phosphatase. recombinant PHOSPHO1, absorbance phosphatase assay. inhibition, % at 13.3 µM. hit rate 1.1% among 290,000; in the data active = inhibition above about 60%
Target sequence (Q8TCT1 whole entry, looked up): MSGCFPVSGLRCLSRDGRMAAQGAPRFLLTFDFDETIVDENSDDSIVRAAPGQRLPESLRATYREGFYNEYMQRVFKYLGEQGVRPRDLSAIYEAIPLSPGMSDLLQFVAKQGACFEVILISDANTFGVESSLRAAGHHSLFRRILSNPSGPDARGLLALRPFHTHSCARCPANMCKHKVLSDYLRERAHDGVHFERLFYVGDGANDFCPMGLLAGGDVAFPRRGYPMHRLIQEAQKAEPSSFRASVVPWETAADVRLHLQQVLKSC
OXTR agonist: activates the human oxytocin receptor | P30559 | hit rate 0.32% among 320,000 | activation, % at 3 µM | CHO-OTR cells, Fluo-8 calcium fluorescence; normalized: DMSO 0%, oxytocin 100%;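 active = activation above the mean of all tested compounds plus 3 SD, cutoff set per screening run, cut at about 20% in these data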;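 note: peak over basal fluorescence ratio from a 100 s FLIPR kinetic read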
Target sequence (P30559 whole entry, looked up): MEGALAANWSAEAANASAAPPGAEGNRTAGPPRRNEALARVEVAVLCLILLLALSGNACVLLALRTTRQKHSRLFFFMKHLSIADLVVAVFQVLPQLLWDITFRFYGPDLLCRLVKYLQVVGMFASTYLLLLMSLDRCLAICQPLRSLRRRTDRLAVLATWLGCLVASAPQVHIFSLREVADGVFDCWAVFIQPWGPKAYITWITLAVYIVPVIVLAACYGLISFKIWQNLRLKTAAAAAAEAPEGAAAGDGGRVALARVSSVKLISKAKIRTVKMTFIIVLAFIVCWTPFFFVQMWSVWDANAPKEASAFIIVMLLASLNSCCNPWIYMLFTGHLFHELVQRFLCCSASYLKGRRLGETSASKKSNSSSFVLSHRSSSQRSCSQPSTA
V1R ag counter: activates human V1a receptor in oxytocin agonist counter-screen. P37288. CHO-V1R cells, Fluo-8 calcium fluorescence, agonist mode; 0% DMSO, 100% 3 nM vasopressin. activation, % at 3 µM. hit rate 0.25% among 320,000;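 active = activation above the mean activation of all tested compounds plus 3 SD, per screening run, cut at about 20% in these data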;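 note: signal is peak over basal fluorescence ratio across a 100 second FLIPR read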
Target sequence (P37288 whole entry, looked up): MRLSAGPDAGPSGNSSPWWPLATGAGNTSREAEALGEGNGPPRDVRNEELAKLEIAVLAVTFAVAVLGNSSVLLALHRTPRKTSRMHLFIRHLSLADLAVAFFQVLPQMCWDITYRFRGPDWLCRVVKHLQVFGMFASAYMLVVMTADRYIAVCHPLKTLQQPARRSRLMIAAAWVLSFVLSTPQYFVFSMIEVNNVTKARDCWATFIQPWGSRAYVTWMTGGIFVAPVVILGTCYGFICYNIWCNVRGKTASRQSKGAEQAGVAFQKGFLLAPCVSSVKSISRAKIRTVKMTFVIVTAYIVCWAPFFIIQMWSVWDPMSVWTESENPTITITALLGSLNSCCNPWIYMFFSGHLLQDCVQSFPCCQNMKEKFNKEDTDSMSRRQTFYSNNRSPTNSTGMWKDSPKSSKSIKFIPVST
DNA FID counter: counter-screen for HCV NS3 helicase inhibitors: DNA intercalator displacement; inhibition, % at 7.9 µM; DNA fluorescent intercalator displacement, fluorescence; hit rate 0.17% among 290,000; AID 1845; in the data active = inhibition above about 37%;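 note: 0% = vehicle and 100% = reference compound; higher means more ethidium bromide displaced from hairpin DNA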
GPR7 antagonist: human neuropeptides B/W receptor 1 antagonism. P48145. GPR7-expressing cells, fluorescence antagonist assay. inhibition, % at 4.4 µM. hit rate 1.1% among 290,000. AID 1861; in the data active = inhibition above about 16%, passing the limit was not always enough;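 note: cells stimulated with the agonist NPW; 0% = agonist with vehicle and 100% = vehicle without agonist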
HCV NS3 hel inh: inhibitors of Hepatitis C virus NS3 helicase; NS3 helicase DNA unwinding, Cy5 molecular beacon fluorescence; inhibition, % at 10.9 µM; hit rate 0.56% among 290,000;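 active = inhibition above the mean of all tested compounds plus 3 SD, set per campaign, cut at about 35% in these data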;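 note: 0% = DMSO wells and 100% = thioflavine S control wells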
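System: Hepatitis C virus NS3 helicase domain fragment enzyme | Reagent: Annealed dual-labelled DNA beacon duplex, ATP-started | Compound dosing: 10.9 µM single point, 0.8% DMSO | Incubation: 1 h reaction at 25 °C, ATP-initiated | Technique: Cy5 fluorescence | Evaluation: Percent inhibition from t60/t0 fluorescence ratio | Benchmarks: Low DMSO, high thioflavine S at 110 µM | Replication: Singlicate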
* = called active by the depositor; . = not tested or not shown.

SMILES	VIM-2 inhibitor	IMP-1 inhibitor	GalR3 antag	PHOSPHO1 block	OXTR agonist	V1R ag counter	DNA FID counter	GPR7 antagonist	HCV NS3 hel inh
CCOc1ccc(OCC(=O)Nc2nccs2)cc1	-6.0	-4.5	.	54	-0.6	-0.5	4	-1	0
CC1CCCCN1C(=O)CCc1nnc(Cc2c[nH]c3ccccc23)o1 (stereo unspecified)	1.0	-1.3	-5	44	1.0	0.6	-25	14	2
CCCCOC(=O)c1ccccc1N1C(=O)C2C3CCC(C3)C2C1=O (stereo unspecified)	-3.0	-3.0	-1	4	-2.0	0.2	-12	-5	-1
Cc1ccc(NC(=O)CSc2nc3[nH]ncc3c(=O)[nH]2)c(C)c1	-3.3	-3.6	-4	9	-0.3	1.5	-5	-19	-6
O=C(c1ccc(CSc2ccc(Cl)cc2)cc1)N1CCOCC1	-0.6	-1.2	-3	-10	5.2	7.0	-30	-15	1
CCOc1cc(C=O)ccc1OCCn1c([N+](=O)[O-])cnc1C	0.8	-2.2	-10	26	0.8	1.2	-3	4	-6
Cc1cc(NCCCN(C)C)n2c(nc3ccccc32)c1C#N	57*	-4.0	-10	28	-0.9	-0.1	27	-4	20
O=C(COc1ccc(-c2ccccc2)cc1)N/N=C/c1cccnc1	-1.5	-0.3	-5	41	3.4	8.4	-26	6	0
CCn1cc2nc(SCC(=O)Nc3ccc(F)cc3F)n(Cc3ccccc3)c(=O)c2n1	-3.2	-3.7	9	34	-0.8	-0.1	-32	8	-2
CC(C)c1nnc(NC(=O)c2nc(S(=O)(=O)Cc3ccccc3)ncc2Cl)s1	-4.7	-2.1	-2	50	-0.3	-0.2	-40	-9	6
O=C(CC(c1cccs1)S(=O)(=O)c1ccccc1)c1ccc(F)cc1 (stereo unspecified)	-1.9	0.0	0	3	-2.9	-1.7	-1	5	2
CC1CCCN(S(=O)(=O)c2cccc([N+](=O)[O-])c2)C1 (stereo unspecified)	-1.3	-1.7	1	29	-0.5	0.2	1	-8	-7
CSC1=N/C(=C\c2ccc(Br)o2)C(=O)S1	-3.4	-0.7	-1	-8	0.1	0.0	-3	-8	20
CS(=O)(=O)N1CCc2cc(C(=O)Nc3ccc(Br)cc3)ccc21	-0.6	-1.6	-9	.	8.3	13	-7	-17	-5
CC1CN(CCC(=O)Nc2ccccc2F)CC(C)O1 (stereo unspecified)	-1.5	-2.3	-6	-1	-0.1	-0.8	-3	-10	0

2 of these compounds, reformatted:
SMILES | VIM-2 inhibitor | IMP-1 inhibitor | GalR3 antag | PHOSPHO1 block | OXTR agonist | V1R ag counter | DNA FID counter | GPR7 antagonist | HCV NS3 hel inh
O=C(COc1ccc(-c2ccccc2)cc1)N/N=C/c1cccnc1 | -1.5 | -0.3 | -5 | 41 | 3.4 | 8.4 | -26 | 6 | 0
CCn1cc2nc(SCC(=O)Nc3ccc(F)cc3F)n(Cc3ccccc3)c(=O)c2n1 | -3.2 | -3.7 | 9 | 34 | -0.8 | -0.1 | -32 | 8 | -2

Other structures:
SMILES	VIM-2 inhibitor	IMP-1 inhibitor	GalR3 antag	PHOSPHO1 block	OXTR agonist	V1R ag counter	DNA FID counter	GPR7 antagonist	HCV NS3 hel inh
O=C(Cc1ccc(F)cc1)N1CCC(N2CCC(C(=O)N3CCOCC3)CC2)CC1	-0.9	2.4	-5	52	1.3	-0.7	-2	-4	15
CCOc1ccc(C(=O)Nc2cc3c(cc2N2CCCC2)n(CC)c(=O)n3CC)cc1OCC	0.2	-0.8	0	-4	-2.7	-1.5	-41	-6	0
CC(C)NS(=O)(=O)c1ccc(CCC(=O)Nc2ccc3c(c2)OCCO3)cc1	-1.8	-3.6	5	12	0.0	-0.6	-13	-7	2
Cc1csc(NC(=O)CSc2ncn(-c3ccccc3)n2)n1	-1.8	0.0	-7	16	1.6	-0.3	-4	5	3
Clc1ccc(-n2nnnc2-c2cnc(-c3ccncc3)nc2-c2cccs2)cc1	-1.6	-0.7	-2	-20	-1.5	0.5	-6	-9	-7
COc1cc2c(cc1OC)CN(CC(=O)Nc1ccc3c(c1)OC(F)(F)O3)CC2	-2.8	-3.9	-1	16	0.4	0.7	0	-1	-13
Cc1ccc2nc3c(c(C(=O)O)c2c1)CCC3	-1.5	-1.5	0	-1	1.1	1.2	2	-13	-6
CCN1CCN(C(=O)C2CCN(C(=O)c3cc4sccc4n3CC)CC2)CC1	-0.2	-0.6	.	38	0.3	1.4	0	-3	-7
CCCNC(=O)C1CC(=O)N(c2ccc(OCC(=O)Nc3cc(C)cc(C)c3)cc2)C1 (stereo unspecified)	.	.	0	-20	-0.6	0.5	.	.	.
Nc1ccccc1SCC(=O)Nc1ccc(N2CCOCC2)cc1	-0.5	-3.3	-4	16	-0.3	1.0	3	-1	6
CC(=O)Nc1ccc(S(=O)(=O)N2CCSC2)cc1	0.0	-3.5	-5	24	-0.4	1.9	-4	-4	6
O=C(COc1ccc(Cl)cc1Cl)NNC(=S)NCc1ccco1	-6.9	-2.6	-4	-7	-0.5	0.4	-16	-5	7
N#CC1=C(N)OC2=C(C(=O)CCC2)C1c1ccsc1 (stereo unspecified)	-1.6	-2.0	1	-2	-0.3	-0.5	2	-12	5
CCN=C1S/C(=C\c2ccc(Sc3ccc(Cl)cc3)o2)C(=O)N1CC	-4.7	-1.2	0	27	0.8	1.5	-4	-12	15
CC1CCN(CCCOc2ccc(Cl)cc2Br)CC1	-1.9	-1.9	-7	20	2.9	0.0	11	9	-1
c1coc(-c2ncc[nH]2)c1	0.7	-0.4	0	14	0.8	0.3	-1	-3	-4
CCOC(=O)Cc1csc(NC(=O)CSc2nnc(C)n2C)n1	-0.4	-2.6	-5	46	0.4	1.0	-6	-7	-6
O=S1(=O)N=C(N=Nc2c(O)[nH]c3ccccc23)c2ccccc21	-0.7	-1.4	1	27	0.3	-0.1	-3	-11	-1
Cc1c(NC(=O)NC(=O)c2ccc(F)cc2)c(=O)n(-c2ccccc2)n1C	-2.7	-2.2	-1	4	-0.9	-0.2	-8	-10	-4
COC(=O)c1ccccc1NC(=O)Oc1ccc(F)cc1	-2.6	-2.1	-3	32	1.2	1.1	0	0	0
CCOC(=O)c1c(NC(=O)CN2CCOCC2)sc2c1CCCC2=O	3.7	-5.0	3	11	-2.1	1.0	-14	-5	3
CCCCNCc1nc2ccccc2c(=O)[nH]1	-3.7	-2.3	0	-24	-0.4	4.3	6	-12	-42
COc1cccc(/C=C2/SC(=O)N(C)C2=O)c1OCc1ccc(C(=O)O)cc1	-3.6	-2.5	-4	31	0.2	1.5	-37	-16	-8
CC1(C)CC(=O)c2cc(OCC(=O)NCCN3CCOCC3)ccc2O1	-2.2	-0.7	-4	-1	0.0	-0.2	-1	-3	7
O=C(Nc1ccc(OC(F)(F)F)cc1)Nc1cccnc1	-1.5	-0.2	-2	-4	6.0	8.4	-3	22*	-2
O=C(NC1CCCC1)c1cccnc1N1CCCCCC1	-1.8	-2.5	-3	46	-2.0	0.4	0	-9	-5
CCOC(=O)c1oc2ccccc2c1CSc1nnc(-c2ccco2)o1	-2.9	-3.4	-3	-11	0.0	-0.1	-13	-1	-1
CCC(C(=O)O)n1nnc(-c2ccc(OCc3ccccc3)c(OC)c2)n1 (stereo unspecified)	-0.2	-3.2	-12	.	0.7	0.8	-17	-16	-5
CCOc1ccc(C(=O)/C=C/c2ccccc2C(F)(F)F)cc1	0.0	-1.5	-5	15	-0.4	-0.1	-6	3	-19
CCN(CC(=O)Nc1c(F)cccc1F)C(=O)CCc1ccc(OC)cc1	-2.3	-4.2	-6	24	-0.4	0.5	-6	-6	3
CCOC(=O)C1CCN(C(=O)Cn2cccc2C(=O)c2ccccc2)CC1	-4.2	-5.5	-8	-7	-1.2	-0.4	-22	-1	-2
COc1ccc(C)cc1NC(=O)Nc1cnccn1	-2.4	-1.5	-4	37	-1.9	-1.2	-10	-6	-3
O=S(=O)(c1ccccc1)c1ccc(N2CCCCCC2)cc1	-2.5	-1.7	-11	3	-0.6	1.9	-24	-24	5
Nc1nc(NC(=O)c2ccccc2Cl)nn1-c1ccccc1	-1.2	-2.4	-6	38	1.6	0.8	-3	-11	0
Cc1[nH][nH]c(=O)c1C=NCc1ccc(Cl)cc1	1.5	-1.9	4	32	-0.4	-0.2	-2	1	-7
CCOC(=O)Nc1ccc2c(c1)N(C(=O)CN1CCN(CCO)CC1)c1ccccc1CC2	-2.0	-4.7	-8	19	-0.8	1.4	8	-14	2
O=C(CN(Cc1ccccc1)S(=O)(=O)c1ccc2c(c1)OCCO2)N/N=C/c1ccc(F)cc1	-3.2	-2.9	-7	23	0.2	0.7	-14	3	-12
CC1=NN(c2nc(-c3ccc(C)cc3)cs2)C(=O)C1N=Nc1ccccc1O (stereo unspecified)	-7.8	-2.5	0	53	1.0	1.9	-1	-3	12
CN(C)S(=O)(=O)c1ccc(C(=O)N2CCN=C2SCc2cccnc2)cc1	-0.7	-3.2	-1	5	1.7	3.8	-2	-7	2
O=C(CC(NS(=O)(=O)c1ccc(Cl)cc1)c1ccco1)NCc1cccnc1 (stereo unspecified)	-4.8	-3.3	0	4	-0.7	-0.1	-7	-8	-3
O=C(Nc1ccc(C#Cc2ccccc2)cc1)C1CC1	1.9	-0.1	-1	-4	0.5	0.1	3	0	2
COc1ccc(-n2c(SCC(=O)NCC3CCCO3)nc3ccccc32)cc1 (stereo unspecified)	-2.8	-4.3	-4	78*	-1.5	-0.1	-33	8	0
Cn1c(=O)cc(OCC(=O)N2CCCc3ccccc32)c2ccccc21	2.5	-0.2	-3	-14	-1.2	-0.5	-24	-10	-7
COc1cc(C=O)c(Br)cc1OCC(=O)NCCc1ccccc1	-2.3	-1.7	-1	51	-1.3	-0.4	-1	-22	3
COc1ccccc1C(CNC(=O)c1cc(C)nc2ccccc12)N(C)C (stereo unspecified)	-1.3	-1.6	-5	40	0.4	0.8	3	-2	0
Cc1ccc(F)c(N=Cc2c(O)c3ccccc3oc2=O)c1	-3.0	-3.3	-5	14	-0.6	1.2	-4	-15	8

A different layout for five compounds above:
Values run as follows: VIM-2 inhibitor, IMP-1 inhibitor, GalR3 antag, PHOSPHO1 block, OXTR agonist, V1R ag counter, DNA FID counter, GPR7 antagonist, HCV NS3 hel inh
COc1cc(C=O)c(Br)cc1OCC(=O)NCCc1ccccc1
→ -2.3, -1.7, -1, 51, -1.3, -0.4, -1, -22, 3
CC1=NN(c2nc(-c3ccc(C)cc3)cs2)C(=O)C1N=Nc1ccccc1O (stereo unspecified)
→ -7.8, -2.5, 0, 53, 1.0, 1.9, -1, -3, 12
COc1ccccc1C(CNC(=O)c1cc(C)nc2ccccc12)N(C)C (stereo unspecified)
→ -1.3, -1.6, -5, 40, 0.4, 0.8, 3, -2, 0
O=C(Nc1ccc(C#Cc2ccccc2)cc1)C1CC1
→ 1.9, -0.1, -1, -4, 0.5, 0.1, 3, 0, 2
O=S(=O)(c1ccccc1)c1ccc(N2CCCCCC2)cc1
→ -2.5, -1.7, -11, 3, -0.6, 1.9, -24, -24, 5
